High-throughput results as filed in PubChem.
A549 tox = A549 cytotoxicity, counter-screen for Nrf2 inhibitors. A549 ARE-Fluc cells, CellTiter-Fluor viability, 18-24 h. Potency, µM (top dose mostly 46 µM), for the others: at the top dose activity change, negative = cytotoxicity, usual class: inhibitors. 390,000 compounds, 0.16% hits; also: potency is read from the fitted curve at half-maximal effect; % is scaled to controls: 0 for no effect and ±100 for the full control effect
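Cytotoxicity counterscreen: CellTiter-Fluor fluorescence was measured in A549 ARE_Fluc cells after 18-24 h of compound exposure in a concentration series. The subsequent BugLite luminescent read reports ARE-luciferase activity.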
TGFb SMAD3 inh = blocks TGF-b signaling; HepG2 CAGA-GFP TGF-b/SMAD3 reporter, GFP fluorescence, 18 h; TGF-beta stimulated, 500 pg/mL final; Potency, µM (doses to about 46.1 µM), inactives show at the highest dose activity, negative = inhibition, most hits filed as inhibitors; 410,000 compounds, 1.2% hits; also: potency is read from the fitted curve at half-maximal effect; % is scaled to controls: 0 for no effect and ±100 for the full control effect; nearly all actives have a fitted effect of over 65% in size
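TGF-beta reporter screen: HEPG2 CAGA-GFP, 1% FBS, 500 pg/mL TGF-beta final, 18 h; per-cell GFP summed per well; curves fitted and categorized by class.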
ATXN viability = cell viability loss in ATXN counter-screen. S2 cells (HEK-293 line with an ATXN2-luciferase reporter) viability, CellTiter-Fluor protease fluorescence, 24 h. Potency, µM (titrated, usually from 56.7 µM), usual class: cytotoxic. 400,000 compounds, 0.49% hits; also: potency is read from the fitted curve at half-maximal effect; nearly all actives have a fitted effect of over 40% in size
Nrf2 ARE act = activators of Nrf2 (ARE) signaling; AREc32 ARE-luciferase reporter (MCF7-derived line), luminescence, 24 h; Potency, µM (titrated, usually from 46.1 µM), inactives show at the top dose activation, usual class: activators; 410,000 compounds, 0.31% hits; AID 624171; also: potency is read from the fitted curve at half-maximal effect; % of control where 0% means no effect; nearly all actives have a fitted effect of over 65% in size
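AREc32 cells carrying an ARE-driven firefly luciferase reporter were seeded at 1000 cells/well in OPTI-MEM with 5% FBS, then exposed to compound for 24 hr at 37 deg C. Luminescence was read with Steady-Glo after 30 min at RT.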
IL2 activator = activators of IL-2 | IL-2 activation reporter assay, cell-based qHTS; stimulated with anti-CD3/CD4/CD28 beads; in transgenic mouse T cells | activation, % (series mostly up to about 46 µM) | 360,000 compounds, 0.065% hits; in the data active = activation above about 50%; inconclusive = mostly about 30% to 49%; also: 0% is about no effect
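Unstimulated transgenic mouse T cells preincubated 60 min with compound, then stimulated with anti-CD3/anti-CD4-coated beads plus anti-CD28 for 18 h at 37 degrees C. IL-2 response read as EGFP and DsRed fluorescence by plate cytometry.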
Nrf2 inh = blocks Nrf2 signaling; AID 504444; 360,000 compounds, 2.1% hits; A549 ARE-Fluc reporter, luciferase luminescence, 18-24 h; Potency, µM (series often up to 46 µM), for inactives: at the highest dose activity change, negative = inhibition, usual class: inhibitors; also: potency is read from the fitted curve at half-maximal effect; % is scaled to controls: 0 for no effect and ±100 for the full control effect; nearly all actives have a fitted effect of over 60% in size
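Nrf2 activity is the BugLite luminescence, read 15 min after reagent at room temperature, following CellTiter-Fluor cytotoxicity readout (30 min, 37C). Compound titrations were applied for 18-24 h to 5000 A549 ARE_Fluc cells/well in 5% FBS OPTI-MEM.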
ATXN2 expr inh = inhibitors of ATXN2 expression. 360,000 compounds, 0.72% hits. HEK-293 ATXN2-luciferase reporter, luminescence, 24 h. AID 1745845. Potency, µM (top dose mostly 57 µM), without a hit: top-dose activity change, negative = inhibition, actives largely listed as inhibitors; also: potency is read from the fitted curve at half-maximal effect; % is scaled to controls: 0 for no effect and ±100 for the full control effect; nearly all actives have a fitted effect of over 55% in size
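qHTS (up to 57 uM final) was run with 24 h compound exposure of reporter cells at 37 °C. Each well was multiplexed: SteadyGlo luminescence measured ATXN2-luciferase expression after a fluorogenic Gly-Phe-AFC viability readout (25 uM final).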
HepG2 tox = kills HepG2 cells in TGF-b inhibitor counter-screen; HepG2 CAGA-GFP viability, ATP luminescence, 18 h; Potency, µM (titrated, usually from 46.1 µM), inactives show at the top dose activity change, negative = cytotoxicity, actives largely listed as cytotoxic; 410,000 compounds, 0.76% hits; also: potency is read from the fitted curve at half-maximal effect; some results filed as inactive show a strong effect at the top dose
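HepG2 CAGA-GFP cells (1000/well, DMEM with 1% FBS) received compound, then TGF-beta at 500 pg/mL final, and were incubated 18 hours at 37 degrees C. Viability was read by CellTiter-Glo luminescence. Media-only wells were set as complete cell-killing and DMSO as no toxicity.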
EPAC2 ag = EPAC2 (human) agonism. EPAC2 activation, biochemical qHTS; response scale: 100% = 6.5 mM cAMP response. AID 720711. 360,000 compounds, 0.079% hits. Potency, µM (titrated, usually from 154 µM), inactives show top-dose activation, hits mostly activators; also: potency is read from the fitted curve at half-maximal effect; nearly all actives have a fitted effect of over 50% in size
Target sequence (Q8WZA2 whole entry, looked up): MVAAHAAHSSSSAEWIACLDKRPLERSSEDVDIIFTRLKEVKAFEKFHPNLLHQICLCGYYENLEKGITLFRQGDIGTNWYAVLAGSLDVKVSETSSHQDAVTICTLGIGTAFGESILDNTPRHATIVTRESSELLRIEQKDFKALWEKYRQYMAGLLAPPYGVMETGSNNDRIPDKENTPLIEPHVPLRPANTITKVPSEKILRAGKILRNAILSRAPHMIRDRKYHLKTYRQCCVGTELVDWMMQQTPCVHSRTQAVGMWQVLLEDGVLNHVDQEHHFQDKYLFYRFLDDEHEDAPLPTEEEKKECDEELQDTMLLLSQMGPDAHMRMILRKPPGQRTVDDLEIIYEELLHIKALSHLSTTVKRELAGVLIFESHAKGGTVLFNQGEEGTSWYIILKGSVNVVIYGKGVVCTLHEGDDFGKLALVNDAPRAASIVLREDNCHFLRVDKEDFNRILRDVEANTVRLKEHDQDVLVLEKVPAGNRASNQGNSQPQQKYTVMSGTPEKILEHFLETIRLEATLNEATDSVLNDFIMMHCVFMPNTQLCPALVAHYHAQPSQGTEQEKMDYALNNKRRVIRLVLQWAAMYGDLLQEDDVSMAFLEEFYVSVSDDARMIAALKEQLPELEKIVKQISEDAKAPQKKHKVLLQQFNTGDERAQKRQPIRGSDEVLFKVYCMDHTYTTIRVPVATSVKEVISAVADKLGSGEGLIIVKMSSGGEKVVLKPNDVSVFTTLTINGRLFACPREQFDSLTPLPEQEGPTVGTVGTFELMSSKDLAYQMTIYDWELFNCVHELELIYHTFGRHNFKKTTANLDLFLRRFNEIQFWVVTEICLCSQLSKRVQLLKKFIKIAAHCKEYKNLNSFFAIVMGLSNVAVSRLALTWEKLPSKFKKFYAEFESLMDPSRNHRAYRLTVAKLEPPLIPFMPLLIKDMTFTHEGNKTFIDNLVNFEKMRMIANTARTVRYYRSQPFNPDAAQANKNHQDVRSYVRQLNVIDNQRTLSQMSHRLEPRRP
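Exchange assay: 100 nM EPAC2 with 250 nM Rap1B-BODIPY-GDP and 50 uM GDP. Fluorescence (ex 480/em 540 nm) read every 5 min for 30 min at room temperature. Data normalized to 6.5 mM cAMP as agonist control.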
The depositor's hits bear a star; i = inactive; ? = inconclusive; · = no result given; [ ] = dose if it differs, or a comment. Unless noted, calls follow the shape of the dose curve; as a rule, active = well fitted curve in the direction sought with a large enough effect; inconclusive = small, poorly fitted or top-dose-only effect, or another doubt; inactive = no such curve, though single readings can be large; an effect the other way counts as inactive or inconclusive. This is a random part of the collection; about 4.3% have a hit in one of these screens.

Below each SMILES – A549 tox	TGFb SMAD3 inh	ATXN viability	Nrf2 ARE act	IL2 activator	Nrf2 inh	ATXN2 expr inh	HepG2 tox	EPAC2 ag
NC1=NC(c2ccc([N+](=O)[O-])cc2)N(c2ccc(F)cc2)C(N)=N1 (stereo not drawn)
 : 2%	13%	i	-0.2%	-0.2	-4%	0%	-12%	10%
COc1ccc(C(CCNCc2ccc(F)cc2)c2ccc(F)cc2)cc1 (stereo not drawn)
 : ?	2.8µM*	?	0.1%[9.22 µM]	-0.6	?	?	7.9µM*	6%
CC(OC(=O)c1ccc2ncsc2c1)C(=O)Nc1cccc(Cl)c1 (stereo not drawn)
 : 9%	-8%	i	0.0%	-0.3	?	·	-3%	20%
COc1ccc(C2SCCN2C(=S)Nc2cccc(Cl)c2)cc1 (stereo not drawn)
 : -7%	?	i	2.3%	-0.3	?	-19%	0%	2%
CC(C)[C@H](NC(=O)[C@@H]1CSC2c3ccccc3C(=O)N21)C(=O)N1CCCCC1 (stereo partly drawn)
 : -1%	8%	i	0.3%	-1.9	-13%	-3%	6%	4%
CCOC(=O)C1CCCN(C2=NC(=O)/C(=C/c3ccc(N(C)C)cc3)S2)C1 (stereo not drawn)
 : ?	12%	i	21%	1.8	24%	18%	-24%	7%
CCCc1nc2ccccc2c(=O)n1NC(=O)c1c(O)c2ccccc2[nH]c1=O
 : -11%	1%	i	-0.1%	0.4	?	-9%	0%	7%
C[C@H]1O[C@H](O[C@H]2[C@H](O[C@@H]3CC[C@@]4(C)C(CC[C@]5(C)C4CC=C4[C@@H]6CC(C)(C)CC[C@]6(C(=O)O[C@@H]6O[C@H](CO)[C@@H](O)[C@H](O)[C@H]6O)CC[C@]45C)C3(C)C)O[C@H](C(=O)O)[C@@H](O)[C@@H]2O)[C@@H](O)[C@@H](O)[C@@H]1O (stereo partly drawn)
 : 10%	-2%	i	2.5%	2.6	?	4%	-1%	-15%
CCCS(=O)(=O)N1CCCC(C(=O)NCCCOC)C1 (stereo not drawn)
 : 3%	11%	i	-1.1%	·	·	14%	-3%	·
COc1ccc(-c2nnn(CC(=O)N(Cc3ccc(F)cc3)C(C(=O)NC3CCCC3)c3ccc(F)cc3)n2)cc1 (stereo not drawn)
 : 7%	5%	i	0.1%	-1.4	-4%	?	-10%	2%
Cc1cc(C)c2c(=O)c3c(oc2c1)C(=O)N(Cc1ccco1)C3c1ccccc1F (stereo not drawn)
 : 2%	-2%	i	-0.2%	·	16%	13%	-1%	·
O=C(Cn1cc(C(=O)C2CC2)c2ccccc21)Nc1ccc(Br)cc1
 : -8%	-2%	i	-0.4%	·	-8%	6%	1%	·
C[C@H](CO)N1C[C@H](C)[C@@H](CN(C)Cc2ccc(-c3ccccc3)cc2)Oc2c(NS(=O)(=O)c3ccc(F)cc3)cccc2C1=O
 : -9%	?	?	0.1%	-0.4	?	-21%	-16%	8%
CCOc1ccc(NS(=O)(=O)c2ccc(NC(=S)NC(C)=O)cc2)cc1
 : -4%	16%	i	-0.4%	-0.7	-27%	3%	-16%	5%
N/C(=N\OC(=O)N1CCOCC1)c1ccc(Cl)cc1
 : -13%	3%	i	7.2%	0.2	4%	20%	-19%	-1%
C=CCNC(=O)/C(=C/c1ccc(Br)cc1)NC(=O)c1ccccc1OC
 : 7%	9%	i	0.1%	-0.3	0%	-12%	-20%	12%
O=C(O)CCc1ccc(-c2ccc(Br)cc2)n1Cc1ccco1
 : -11%[1.84 µM]	-17%	i	0.6%	-1.5	-6%	-1%	1%	-2%
Clc1ccc(OCc2nnc(-c3ccccc3Br)o2)cc1
 : 0%	0%	i	-0.4%	-0.7	2%	8%	-6%	19%
O=C(CCC(=O)Nc1ccc(F)cc1)N/N=C/c1ccc(Br)cc1
 : -3%	0%	i	2.4%	-2.9	-8%	9%	-3%	-11%
CCN(CC)c1ccc(NS(=O)(=O)c2ccc(-c3ccc(=O)[nH]n3)o2)c(C)c1
 : 0%	-8%	i	1.3%	4.1	3%	·	1%	6%

The list goes on, starting with the last 5 of the part before.
Below each SMILES – A549 tox	TGFb SMAD3 inh	ATXN viability	Nrf2 ARE act	IL2 activator	Nrf2 inh	ATXN2 expr inh	HepG2 tox	EPAC2 ag
C=CCNC(=O)/C(=C/c1ccc(Br)cc1)NC(=O)c1ccccc1OC
 : 7%	9%	i	0.1%	-0.3	0%	-12%	-20%	12%
O=C(O)CCc1ccc(-c2ccc(Br)cc2)n1Cc1ccco1
 : -11%[1.84 µM]	-17%	i	0.6%	-1.5	-6%	-1%	1%	-2%
Clc1ccc(OCc2nnc(-c3ccccc3Br)o2)cc1
 : 0%	0%	i	-0.4%	-0.7	2%	8%	-6%	19%
O=C(CCC(=O)Nc1ccc(F)cc1)N/N=C/c1ccc(Br)cc1
 : -3%	0%	i	2.4%	-2.9	-8%	9%	-3%	-11%
CCN(CC)c1ccc(NS(=O)(=O)c2ccc(-c3ccc(=O)[nH]n3)o2)c(C)c1
 : 0%	-8%	i	1.3%	4.1	3%	·	1%	6%
CC(C)CC(N)c1csc(Nc2ccc(C(=O)N(C)Cc3ccccc3)cn2)n1 (stereo not drawn)
 : ·	?	28µM*	4.5%[9.22 µM]	-0.6	·	28µM*	-109%	-1%
O=C(/C=C/c1cccc([N+](=O)[O-])c1)NCC1CCCO1 (stereo not drawn)
 : -1%	1%	i	8.1%	0.4	9%	-4%	-8%	-4%
CC1CC(=O)c2ccccc2C1C (stereo not drawn)
 : 3%	-2%	i	0.3%	0.3	1%	-5%	1%	13%
O=C(CCN1C(=O)COc2ccccc21)NCCCN1CCN(c2ccccc2F)CC1
 : ?	?	i	0.3%	-1.3	1%	-8%	-9%	2%
CCn1cc(S(=O)(=O)c2cccc(Cl)c2)c(=O)c2cc(F)c(N3CCN(C)CC3)cc21
 : ?	-29%	·	24%	·	-23%	·	-45%	·
Cc1sc2nc(C)n(/N=C/c3ccc(O)cc3O)c(=O)c2c1C
 : 13%	-25%	i	-0.7%	1.9	-5%	·	-31%	1%
O=C(Nc1nccc(-c2cccs2)n1)c1cccs1
 : -6%	-2%	i	?	-4.6	?	30%	-25%	9%
Cc1ccc(S(=O)(=O)N(C(=O)c2ccncc2)c2ccc3oc4c(c3c2)CCCC4)cc1[N+](=O)[O-]
 : -16%	?	?	5.2%	3.0	?	-22%	-4%	1%
CC(C)C[C@@H](CN1CCCC1CN1C(=S)NC[C@@H]1Cc1ccc(O)cc1)N1C[C@H](Cc2ccc(O)cc2)N(CCc2ccccc2)C1=S (stereo partly drawn)
 : ?	5.6µM*	28µM*	-3.0%	-0.9	?	?	6.3µM*	11%
COc1ccc(NC(=O)CCN2C(=O)NC3(CCCC3)C2=O)cc1Cl
 : 0%	-1%	i	-0.3%	2.4	?	8%	-54%	17%
Cc1ncc([N+](=O)[O-])n1CC(=O)NC1CCCCC1
 : -1%	15%	i	-0.1%	2.5	0%	7%	17%	-2%
Cc1c(C(=O)Nc2ccccc2)oc2c1C(=O)CC(C)(C)C2
 : 1%	-17%	i	0.1%	4.7	10%	27%	-5%	3%
CCC(c1nnnn1Cc1ccccc1)N(Cc1ccccc1)Cc1cc2cc(C)ccc2[nH]c1=O (stereo not drawn)
 : ?	?	·	·	·	4.1µM*	·	-15%	·
C/C(=C(\C#N)C(=O)NCCN1CCOCC1)N(C)C
 : 0%	3%	i	-0.2%	0.3	6%	0%	-16%	7%
O=C(NCc1ccccc1)c1ccc2nc(N3CCOCC3)sc2c1
 : 3%	-5%	i	0.1%	-0.8	0%	23%	6%	-1%
CC(=O)Nc1ccccc1C(=O)C(=O)Nc1cccc(C(=O)NC2CC2)c1
 : 10%	13%	i	2.4%	-0.1	-14%	39%[activator]	0%	8%
CC(OC(=O)CCC(=O)c1ccccc1)C(=O)Nc1ccc(F)cc1 (stereo not drawn)
 : 0%	-15%	i	-0.1%	-2.0	1%	1%	15%	3%
Cc1cccc(C(C)C)c1NC(=O)CN(C)Cc1cccc(F)c1
 : 0%	-12%	i	0.2%	-2.7	?	·	-80%	-4%
CCCCSc1nc(O)c(Cc2ccccc2)c(=O)[nH]1
 : 0%	5%	?	-0.5%	-0.2	5%	2%	5%	-11%
Cc1cc(NC(=O)CSc2ccc3nnc(-c4cccnc4)n3n2)no1
 : -2%	-2%	i	-0.5%	1.1	17%	-7%	2%	3%
O=C(COC(=O)c1ccc(CNS(=O)(=O)c2ccc(F)c(Cl)c2)cc1)NC1CCCCCCC1
 : 1%	6%	i	-0.2%	0.7	4%	16%	2%	-2%
COc1ccc(C=O)cc1COc1ccc2c(c1)OCO2
 : -9%	5%	i	3.4%	-0.3	4%	74%[activator]	-3%	22%
COc1cc(NC(=O)c2cccs2)c(OC)cc1NC(=O)c1ccco1
 : 1%	-9%	i	2.3%	0.7	2%	-10%	16%	4%
COC(=O)c1ccccc1NC(=O)c1cn(-c2ccc(C)c(C)c2)c(=O)c2ccccc12
 : -13%	0%	?	-0.1%[9.22 µM]	-0.6	?	-9%	-13%	2%
CCOC(=O)N1CCN(C(=O)c2ccc(C#CC3(O)CCCCC3)cc2)CC1
 : -9%	6%	i	-0.3%	-0.7	12%	25%	-12%	-1%
